PL biosyn Enam: blocks phospholipid synthesis in CHO cells, Enamine compounds; AID 1347385; calls only at 10 µM; actives 0.4% (n = 20,000); ZR-82 CHO cells, pyrene fatty acid UV survival, CellTiter Blue; peroxisome-deficient CHO-K1 mutant line; plus DGAT-1, DGAT-2 and ACAT inhibitors;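 active = cell survival signal 2 SD away from solvent-only control wells, confirmed on one or two retests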;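 note: 3 h compound exposure then viability read about one day after UV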
Calls only; i = inactive; + = active, no number.

smiles | PL biosyn Enam
Cc1ccc2nc(COC(=O)Cc3ccsc3)cc(=O)n2c1 | i
CCOC(=O)NC(=O)COC(=O)[C@@H]1CCCN1C(=O)OC(C)(C)C | i
COc1cc(-c2nnc(SCc3cc4c(cc3Br)OCO4)o2)cc(OC)c1OC | i
O=C(CSc1nnc(-c2cccs2)o1)c1ccc(Br)s1 | i
CC1CCc2sc3nc[nH]c(=O)c3c2C1 (stereo not given) | i
Clc1cccc(Cl)c1/C=C/c1nc2ccccc2s1 | i
O=P1(NC2CCCCC2)C=C(c2ccccc2)SC(c2ccccc2)=C1 | i
CCCCn1c(N)c(N(Cc2ccco2)C(=O)c2cnccn2)c(=O)[nH]c1=O | i
NC(=S)N1N=C2/C(=C/c3cccc([N+](=O)[O-])c3)CCCC2C1c1cccc([N+](=O)[O-])c1 (stereo not given) | i
Fc1ccc(Cn2c(=S)[nH]c3ccccc32)cc1 | i
COc1cc2c(cc1OC)CN(CN1C(=O)CC3(CCCC3)C1=O)CC2 | i
O=C1NC2(CCCc3ccccc32)C(=O)N1Cc1cc(=O)oc2cc3c(cc12)CCC3 (stereo not given) | i
Clc1cc(CSc2ncccn2)cc2c1OCCO2 | i
CCCCNC(=O)Nc1cc(C(F)(F)F)c[nH]c1=O | i
Cn1/c(=N/N=C/c2ccccc2C(F)(F)F)sc2ccccc21 | i

Laid out differently: results already given
Structure: CCOC(=O)NC(=O)COC(=O)[C@@H]1CCCN1C(=O)OC(C)(C)C
  PL biosyn Enam = i

Structure: COc1cc(-c2nnc(SCc3cc4c(cc3Br)OCO4)o2)cc(OC)c1OC
  PL biosyn Enam = i

Other results:
smiles | PL biosyn Enam
CN1C(=O)c2ccccc2N2C(=O)CCC12C(=O)OCN1C(=O)c2ccccc2C1=O (stereo not given) | i
Cc1cc(OCC(=O)O)no1 | i
Cn1/c(=N/N=C/C(Br)=C/c2ccccc2)sc2ccccc21 | i
c1ccc2c(c1)[nH]c1nc(SCc3cn4ccsc4n3)nnc12 | i
c1csc(-c2nnc(SCc3cscn3)n2C2CC2)c1 | i
O=S(=O)(NCCCNS(=O)(=O)c1ccc(Cl)cc1)c1ccc(Cl)cc1 | i
O=S(=O)(c1ccc(F)c(F)c1F)N1CCN(C(=S)NC2CC3CCC2C3)CC1 (stereo not given) | i
Cc1cc(C)cc(N2CN=c3s/c(=C\c4ccc(I)o4)c(=O)n3C2)c1 | i
CSc1ccc(/C=N/n2c(-c3ccc(Cl)cc3)n[nH]c2=S)cc1 | i
Nc1c(S(=O)(=O)c2ccc(Br)cc2)c2nc3ccccc3nc2n1Cc1ccco1 | i
CCOC(=O)C1=C(C)NC(C)=C(C(=O)OCC)C1C(=O)O | i
Cn1cnnc1SCC(=O)Nc1sc2c(c1C(N)=O)CCCC2 | i
C=C(C)CSc1nnc(-c2c[nH]c3ccccc23)n1C1CC1 | i
CCCCC(CC)CNc1ncnc2c1oc1ccccc12 (stereo not given) | i
O=C1C=CC(=NSc2ccccc2)C=C1 | i

Four entries from above, field by field:
Cn1/c(=N/N=C/C(Br)=C/c2ccccc2)sc2ccccc21
  PL biosyn Enam: i
c1ccc2c(c1)[nH]c1nc(SCc3cn4ccsc4n3)nnc12
  PL biosyn Enam: i
c1csc(-c2nnc(SCc3cscn3)n2C2CC2)c1
  PL biosyn Enam: i
O=S(=O)(NCCCNS(=O)(=O)c1ccc(Cl)cc1)c1ccc(Cl)cc1
  PL biosyn Enam: i

(next part)
smiles | PL biosyn Enam
O=[N+]([O-])c1ccc(C[N+]2(CC(O)COCC3COc4ccccc4O3)CCOCC2)cc1 (stereo not given) | i
CC(Oc1ccc(Cl)cc1Cl)c1nc(-c2ccncc2)no1 (stereo not given) | i
COc1ccc(OCCSC2=Nc3ccccc3C3CC=NN23)cc1 (stereo not given) | i
Cc1ccc(C2OC3(C(=O)c4ccccc4C3=O)C(c3ccccc3)C23C(=O)c2ccccc2C3=O)cc1 (stereo not given) | i
O=C(C1CN(C(=O)CCN2C(=O)CSc3ccccc32)c2ccccc2O1)N1CCOCC1 (stereo not given) | i
Cn1cccc1C(=O)NC(=O)CSc1nnc(C2CCCCC2)o1 | i
O=C(Cn1ncc(Cl)c(Cl)c1=O)N1CCOCC1 | i
Nc1ncnc(N/N=C/c2ccccn2)c1[N+](=O)[O-] | i
CN1/C(=C\C=N\Nc2ccc([N+](=O)[O-])cc2[N+](=O)[O-])C(C)(C)c2ccccc21 | i
O=C(CSc1nccc(=O)[nH]1)C12CC3CC(CC(C3)C1)C2 | i
CCC(C)NP1(=O)C=C(c2ccccc2)SC(c2ccccc2)=C1 (stereo not given) | i
CCNC(=S)N/N=C/c1sccc1C | i
FC(F)Oc1ccc(C2Oc3ccccc3C3CC(c4ccccc4)=NN32)cc1 (stereo not given) | i
O=C1/C(=N/Nc2c(Cl)cc(Cl)cc2Cl)c2cccc3cccc1c23 | i
Cc1nc2cc([N+](=O)[O-])ccc2s1 | i
Cc1sc2ncnc(-n3cnnc3)c2c1C | i
CC1(C)CC(NC(=O)CC23CC4CC(CC(Br)(C4)C2)C3)CC(C)(C)N1 | i
CC(=NCC(c1ccco1)N1CCCCC1)C1=C(O)CC2(CCCCC2)CC1=O (stereo not given) | i
O=c1cc(Cn2ncc(Cl)c(Cl)c2=O)c2cc3c(cc2o1)CCC3 | i
Cc1sc2ncnc(N/N=C/c3ccc[nH]3)c2c1C | i
Cc1cc(C2=NNC(=NCc3ccco3)SC2)c(C)n1Cc1ccco1 | i
c1ccc2sc(SCc3cn4cccnc4n3)nc2c1 | i
COC(=O)CC1C(=O)NN=C2c3ccccc3N=CN21 (stereo not given) | i
O=[N+]([O-])c1ccc2[nH]c(=S)[nH]c2c1 | i
Ic1ccc(-c2nc3ccccc3nc2-c2ccccc2)cc1 | i
C/C=C/C(=O)OCC(=O)c1ccc(Br)s1 | i
COc1cc(/C=C2\CC/C(=C\c3cc(OC)c(OC)c(OC)c3)C2=O)cc(OC)c1OC | i
COCCNC(=S)Nc1c(C(=O)OC)sc2c1CCC(C(C)(C)C)C2 (stereo not given) | i
O=C(CN1CCSC1=O)Nc1ccc2c(c1)OC1(CCCC1)O2 | i
COc1cccc(C(=O)N/N=c2\sc3ccccc3n2C)c1 | i
C=CCn1c(CCCO)nc2ccccc21 | i
CCCn1c(=O)n(C)c(=O)c2c(SCc3cc(=O)n4ccsc4n3)nc(CC(C)C)nc21 | i
Cc1nc(N2CCN(C)CC2)c2c3c(sc2n1)CCCC3 | i
CCCCNC(=O)Nc1cc(C)on1 | i
O=C1CCCC1Sc1nnc(-c2ccc3c(c2)OCO3)o1 (stereo not given) | i
CCN(CC)S(=O)(=O)c1ccc2oc(=S)n(CN3CCCC(O)C3)c2c1 (stereo not given) | i
CC(Sc1nnc(-c2cccs2)n1C1CC1)C(=O)Nc1ccnn1C(C)C (stereo not given) | i
CNC(=O)NC(=O)CSc1nc(C)nc2sc(C)c(C)c12 | i
CC1CCc2c(sc3ncnc(SCC(=O)N(C)C)c23)C1 (stereo not given) | i
CCC1(CC)NC(=O)N(Cc2cc(=O)n3ccsc3n2)C1=O | i
O=C(CN1CCN(C(=O)c2cccs2)CC1)NC(=O)NC1CCCC1 | i
Cc1cc(-n2c(C)cc(C(=O)CSc3nnc(C4CC4)n3C3CC3)c2C)no1 | i
Oc1cc2c(cc1CN(Cc1ccc(F)cc1)C1CC1)OCO2 | i
O=c1[nH]c(CN(Cc2ccco2)Cc2cccs2)nc2ccsc12 | i
FC(F)(F)c1cnc(NNC(=S)Nc2ccc(Cl)c(Cl)c2)c(Cl)c1 | i
O=C(c1cnc2cc3c(cc2c1)OCCO3)c1cc(F)ccc1O | i
O=S(=O)(N=P(c1ccccc1)(c1ccccc1)c1ccccc1)c1ccccc1 | i
Cc1sc2nc(C(C)Sc3nnc4n3CCCCC4)[nH]c(=O)c2c1C (stereo not given) | i
Fc1ccc(-c2noc(CSc3nnc(C4CC4)n3C3CC3)n2)cc1 | i
Brc1ccc(-c2cn3nc(-c4ccc(Br)cc4)n4c3c2CCCC4)cc1 | i
Cc1ccc(N=P(c2ccncc2)(N2CCCC2)C(C)(C)C)cc1C (stereo not given) | i
CC(C)NC(=S)N/N=C1\CCCCC1C1CCCCC1 (stereo not given) | +
O=S1(=O)CC2SC(=S)N(c3cccc(O)c3)C2C1 (stereo not given) | i
COC(=O)CSCC(=O)Nc1sc2c(c1C(=O)OC)CCCCC2 | i
CN(C)c1ccc(NP2(=O)C=C(c3ccccc3)SC(c3ccccc3)=C2)cc1 | i
Cc1cc(C(=O)COC(=O)/C=C/c2ccc(Br)o2)c(C)n1-c1nccs1 | i
FC(F)(F)c1nc(N2CCc3ccccc32)c2ccccc2n1 | i
Cc1cc(C(=O)CN2C(=O)C(=O)N(Cc3cccs3)C2=O)c(C)n1C1CC1 | i
O=[N+]([O-])c1ccc2[nH]c(O)c(N=Nc3ccc(S(=O)(=O)N4CCOCC4)cc3[N+](=O)[O-])c2c1 | i
Cc1cc(C)c(-c2csc(=Nc3ccc(F)cc3)n2C2CCCC2)cc1C | i

Later entries:
| Structure | PL biosyn Enam |
| --- | --- |
| c1ccc(-c2ccc(-n3c(-c4ccccc4)c[n+]4c3CCc3ccccc3-4)cc2)cc1 | i |
| NCCCCCc1nc(-c2cccs2)no1 | i |
| Nc1cc(N2CCOCC2)c(S(=O)(=O)C(F)(F)F)cc1[N+](=O)[O-] | i |
| NC(=S)NC1CCCC1 | i |
| CC1(C)CC(=O)C=C(NCC(=O)O)C1 | i |
| CC(C)Cn1c(-c2ccco2)n[nH]c1=S | i |
| CCCN(CC1CC1)C(=O)Cn1cnc2scc(-c3ccc(C)s3)c2c1=O | i |
| COc1cc(/C=C/c2ccc3ccccc3n2)cc(Cl)c1OC | i |
| C=CCn1c(C2CCCCC2)n[nH]c1=S | i |
| CC(N)C1CC1 (stereo not given) | i |
| O=C1NC(=O)C(=C2CCCCC2)S1 | i |
| O=C1/C(=N/NC(=S)NCC2CCCO2)c2cccc3cccc1c23 (stereo not given) | i |
| O=S1(=O)c2cccc3cccc(c23)N1Cc1nc2ccccc2s1 | i |
| O=C(CC1(O)C(=O)Nc2ccc(Br)cc21)c1cccs1 (stereo not given) | i |
| Cc1cc(-n2c(C)cc(C(=O)COC(=O)C34CC5CC(CC(O)(C5)C3)C4)c2C)no1 | i |
| CC12CCC(C/C1=N/NS(=O)(=O)c1cc(Br)ccc1Br)C2(C)C (stereo not given) | i |
| CC12CCC(C/C1=N/Nc1nc3ccccc3o1)C2(C)C (stereo not given) | i |
| Cc1ccc(C)c(C(=O)C(C)Sc2nnc(-c3ccc4c(c3)OCO4)o2)c1 (stereo not given) | i |
| O=S(=O)(NC1=NCCC1)c1cccc(NS(=O)(=O)c2ccc3ccccc3c2)c1 | i |
| S=c1[nH]nc(-c2ccccn2)n1/N=C/c1c(-c2ccccc2)[nH]c2ccccc12 | i |
| O=S1(=O)N=C(Nc2cccc(F)c2)c2ccccc21 | i |
| COc1ccc(N2CN=C3SCC(=O)N3C2)cc1 | i |
| c1coc(-c2c3c(nc4c2oc2ccccc24)CCc2ccccc2-3)c1 | i |
| Cc1nc(Oc2ccc(Br)cc2Br)c2c3c(sc2n1)CCCC3 | i |
| O=C(c1cnc2cc3c(cc2c1)OCO3)c1cc(F)ccc1O | i |
| O/C(=C\Sc1nnc(Cc2ccccc2)o1)c1ccc(Br)cc1 | i |
| COC(=O)c1c(C)[nH]c(C(=O)C(C)Sc2nnnn2C)c1C (stereo not given) | i |
| Clc1ccc(CSCc2cn3ccsc3n2)cc1 | i |
| O=S(=O)(N/N=C1\CCSc2ccccc21)c1ccc(Br)cc1 | i |
| COC(=O)c1sccc1NC(=O)CCCC(=O)O | i |
| c1ccc2c(c1)nc(CCc1c[nH]c3ccccc13)n1c3ccccc3nc21 | i |
| Cc1nc(N2CCCCCC2)c2c3c(sc2n1)CCCC3 | i |
| O=C(C1CCN(CN2C(=O)NC3(CCCCC3)C2=O)CC1)N1CCCCCC1 | i |
| Cc1n[nH]c(C)c1S(=O)(=O)N1CCCCC1 | i |
| c1csc(-c2csc(N3CCCCC3)n2)c1 | i |
| O=C(NC1CCS(=O)(=O)C1)N1CCOCC1 (stereo not given) | i |
| O=C1Cc2cc(S(=O)(=O)Nc3ccc4c(c3)OCO4)ccc2N1 | i |
| O=C(Cn1cc(C(F)(F)F)ccc1=O)NC(=O)NCc1ccco1 | i |
| O=S(=O)(N=C(NS(=O)(=O)c1ccccc1)c1ccccc1)c1ccc2ccccc2c1 | i |
| NCc1cccc(-c2ccccn2)n1 | i |
| O=C(O)CNC(=O)CN1C(=O)CSC1=S | i |
| O=[N+]([O-])c1cccc(NN=C2C3CC4CC(C3)CC2C4)c1 | i |
| COc1ccc2c(C)cc(Oc3ccc(Br)cc3Br)nc2c1 | i |
| CC1(C)CC2CC(C)(CN2C(=O)C2CCN(S(=O)(=O)c3cccs3)CC2)C1 (stereo not given) | i |
| C=C(Br)Cn1cnc2ccccc21 | i |
| FC(F)(F)c1ccc(Cl)c(N/N=C/c2ccc3ncccc3c2)c1 | i |
| CC(=O)c1c(C)[nH]c(C(=O)NCC2CCCO2)c1C (stereo not given) | i |
| Cc1cc(C(=O)COC(=O)CN2C(=O)NC3(CC(C)CC(C)(C)C3)C2=O)c(C)n1Cc1ccco1 (stereo not given) | i |
| OC(COc1nnc(-c2ccccc2)c(-c2ccccc2)n1)c1ccccc1 (stereo not given) | i |
| Cc1nc(SCC(=O)N(C)C2CCCCC2)c2c3c(sc2n1)CCC3 | i |

Arranged by heavy-atom count (smallest number first): some entries from above
| Structure | PL biosyn Enam |
| --- | --- |
| C=C(Br)Cn1cnc2ccccc21 | i |
| NCc1cccc(-c2ccccn2)n1 | i |
| O=C(O)CNC(=O)CN1C(=O)CSC1=S | i |
| CC(=O)c1c(C)[nH]c(C(=O)NCC2CCCO2)c1C (stereo not given) | i |
| O=C1Cc2cc(S(=O)(=O)Nc3ccc4c(c3)OCO4)ccc2N1 | i |
| O=C(Cn1cc(C(F)(F)F)ccc1=O)NC(=O)NCc1ccco1 | i |
| Cc1nc(SCC(=O)N(C)C2CCCCC2)c2c3c(sc2n1)CCC3 | i |
| CC1(C)CC2CC(C)(CN2C(=O)C2CCN(S(=O)(=O)c3cccs3)CC2)C1 (stereo not given) | i |
| O=S(=O)(N=C(NS(=O)(=O)c1ccccc1)c1ccccc1)c1ccc2ccccc2c1 | i |
| Cc1cc(C(=O)COC(=O)CN2C(=O)NC3(CC(C)CC(C)(C)C3)C2=O)c(C)n1Cc1ccco1 (stereo not given) | i |

Screening results deposited in PubChem by School of Medicine, Boston University.

Not all compounds are listed (hit frequency here may not be typical).
